Assay outcomes (PubChem BioAssay)
Peg3 imprint: induces erasure of genomic imprints in mouse ES cells | Potency, µM (highest dose often 60.7 µM), inactives show at the highest dose activity change, positive = activation, hits mostly activators | hit rate 0.02% among 110,000 | AID 1948 | mouse ES Peg3-LacZ reporter, beta-gal luminescence, 40 h;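 note: 0% = negative control wells on the plate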
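Readout: BetaGlo luminescence (5 min, room temp) for LacZ from the normally silent maternal Peg3 allele in female Peg3LacZ-Neo ES cells. Cells 300/well, 40 h, 37C, 5% CO2. Data normalized per plate to negative controls.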
p53ts 32C tox: cytotoxicity in p53ts cells at permissive temperature | H1299-p53A138V at 32C, ATP luminescence viability, 24 h | Potency, µM (top dose mostly 46.1 µM), for inactives: top-dose activity change, negative = cytotoxicity, usual class: cytotoxic | hit rate 0.93% among 130,000;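 note: 0% = DMSO and -100% = full killing by reference compound; nearly all actives have a fitted effect of over 55% in size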
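Viability by ATPlite luminescence after 24 h compound treatment (up to 46 uM) at the permissive 32C. Cells are H1299 carrying p53 A138V. Scale runs from DMSO basal to 100 uM tamoxifen as full kill; AC50 from Hill fits.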
IkB signaling: suppresses IkB signaling in ABC-DLBCL reporter cells | ABC-DLBCL IkBa-CBG/CBR dual luciferase ratio, 4 h; response scale: scaled: untreated 0%, proteasome inhibitor 100% | Potency, µM (highest dose often 57.1 µM), for inactives: top-dose IkBa stabilization activation | hit rate 0.04% among 110,000 | AID 445; active = well fitted curve in the direction sought with a large enough effect in the signal ratio, not every such curve was filed as active; inconclusive = small, poorly fitted or top-dose-only effect, or a change in a side signal; the % refers to the signal ratio;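 note: the direction sought is a rising ratio; 0% = basal untreated cells and 100% = reference inhibitor full response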
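Curves were fitted separately to fusion (green), unfused (red) and ratio luminescence, then classed by r2, magnitude and activity. Cells: OCI-Ly3, 4 h compound plus doxycycline at 37C; 10 uM MG-132 defined full response.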
p53ts 39C tox: cytotoxicity in p53ts cells at nonpermissive temperature; AID 902; hit rate 1.5% among 130,000; H1299-p53A138V viability at 39C, ATP luminescence, 24 h; Potency, µM (top dose mostly 46.1 µM), without a hit: top-dose activity change, negative = cell killing, most hits filed as cytotoxic; note: nearly all actives have a fitted effect of over 55% in size
* hit, by the source's call; ? = inconclusive; · = not tested or not shown; [ ] = another dose, or the depositor's remark. Unless noted, calls come from the whole dose curve; as a rule, active = well fitted curve in the direction sought with a large enough effect; inconclusive = small, poorly fitted or top-dose-only effect, or another doubt; inactive = no such curve, though single readings can be large; an effect the other way counts as inactive or inconclusive. Unless noted, % is set by controls: 0 for no effect and ±100 for the full control effect; potency is the fitted concentration of half-maximal effect.

Screens by letter: A = Peg3 imprint; B = p53ts 32C tox; C = IkB signaling; D = p53ts 39C tox
smiles: CCOC(=O)c1ccc(NC(=O)CSc2nnc(CNC(=O)c3c(F)cccc3Cl)o2)cc1
  A = -7.0%; B = 7.6%; C = 2.3%; D = 9.9%
smiles: COc1ccc(-c2nc3ccc(Cl)cn3c2Nc2ccc(C)cc2)cc1
  A = -2.9%[10.9 µM]; B = -6.2%; C = ?; D = -17.3%
smiles: CCC(=O)N1c2ccc(S(=O)(=O)NCc3cccc(OC)c3)cc2CC1C (stereo unspecified)
  A = 12.3%[10.9 µM]; B = 4.8%; C = -1.0%; D = -2.0%
smiles: CCOCCCNC(=O)C1CCN(C(=O)N(C)C)CC1
  A = -1.0%; B = 0.9%; C = 1.0%; D = -9.4%
smiles: Cc1nc2nc(COc3ccccc3)[nH]n2c(=O)c1C
  A = -26.7%; B = -6.9%; C = ?; D = -12.2%
smiles: CCC(Cn1nnc2ccccc2c1=O)NC(=O)Nc1ccc(C)cc1C (stereo unspecified)
  A = 9.1%[10.9 µM]; B = 4.3%; C = -0.6%; D = -15.9%
smiles: CC(C)NC(=O)/C(C#N)=C/c1ccc2c(c1)OCCO2
  A = ·; B = -5.6%; C = ·; D = -4.9%
smiles: CCc1ccc(OCC(=O)Nc2cc3oc4ccccc4c3cc2OC)cc1
  A = 1.3%[10.9 µM]; B = -16.8%; C = -0.9%; D = -10.6%
smiles: CCOC(=O)c1c(C)oc2c1c(C(c1cccnc1)N1CCN(C)CC1)c(O)c1ccccc12 (stereo unspecified)
  A = -4.9%; B = 3.2%; C = ?; D = -9.7%
smiles: CCc1cc2c3c(c(=O)oc2cc1OC)CCCC3
  A = -15.4%; B = 0.9%; C = 2.8%; D = -4.8%
smiles: NC(=O)C1CCN(C(=O)CN2CCN(c3cccc(C(F)(F)F)c3)CC2)CC1
  A = -3.9%; B = 5.1%; C = -0.7%; D = 11.8%
smiles: Cc1cc(C)c2oc(C(=O)N(Cc3ccc(F)cc3)C3CCS(=O)(=O)C3)cc(=O)c2c1 (stereo unspecified)
  A = 16.9%[10.9 µM]; B = 7.5%; C = 0.4%; D = -6.4%
smiles: NCCc1nnc(SCc2ccc(Cl)cc2)o1
  A = 26.9%[10.9 µM]; B = -6.3%; C = -0.9%; D = 6.8%
smiles: O=C(NCc1ccco1)c1cc(-c2cccnc2)nc2ccccc12
  A = -27.5%; B = 0.1%; C = -0.5%; D = -14.2%
smiles: CCCCOC(=O)Nc1nc2ccc(OC)cc2s1
  A = -21.4%; B = -6.0%; C = -0.4%; D = -6.1%
smiles: COc1ccc(N(CC(=O)NCc2ccc(C)cc2)S(=O)(=O)c2c(C)[nH]c(=O)[nH]c2=O)cc1
  A = 1.6%[10.9 µM]; B = 7.3%; C = -1.4%; D = 1.8%
smiles: CC(=O)Nc1ccc(S(=O)(=O)N2CCC(c3nnnn3-c3ccccc3)CC2)cc1
  A = -4.6%[10.9 µM]; B = 0.5%; C = 0.3%; D = -6.8%
smiles: Cc1cccc(Cc2c(C)nc3nc(SCc4ccccc4C)nn3c2C)c1
  A = -12.4%[10.9 µM]; B = 12.0%; C = 7.8%; D = 4.1%
smiles: Cc1cc(Nc2ccc3c(c2)OCCO3)n2nc(C)nc2n1
  A = -4.8%; B = 4.6%; C = 5.4%; D = 8.3%
smiles: CN(C)c1ncc2nc(-c3ccccc3)c(=O)n(Cc3cccs3)c2n1
  A = 2.6%; B = 9.2%; C = -1.9%[11.4 µM]; D = 5.2%
smiles: COc1ccc2c(CC(=O)Nc3ccc(OC)c(NS(=O)(=O)c4ccc(F)cc4)c3)coc2c1
  A = -11.2%; B = 7.7%; C = ?; D = -25.2%
smiles: CCc1nnc(NC(=O)CSc2nnc(-c3c[nH]c4ccccc34)n2CCOC)s1
  A = -11.1%; B = -4.0%; C = 0.9%; D = -9.9%
smiles: Cc1ccc(-c2c(C)n3c4c(=O)n(C)c(=O)n(C)c4nc3n2CCCO)cc1
  A = -14.1%[10.9 µM]; B = -17.6%; C = ?; D = -3.5%
smiles: CCCCCn1c(=N)c(S(=O)(=O)c2ccc(C)cc2)cc2c(=O)n3cc(C)ccc3nc21
  A = -3.4%[10.9 µM]; B = 2.3%; C = 1.3%; D = 6.6%
smiles: C[C@@H](CN(C)C)CN1c2ccccc2CCc2ccccc21
  A = -12.6%[16.8 µM]; B = -5.3%[20.6 µM]; C = 0.8%[25.6 µM]; D = -7.7%[20.6 µM]
smiles: COc1ccc2c(C=Nc3c(C)n(C)n(-c4ccccc4)c3=O)c(O)n(Cc3ccco3)c(=O)c2c1
  A = -12.0%; B = 11.7%; C = -0.2%; D = 8.2%
smiles: CN1C(=O)Cc2cc(S(=O)(=O)N3CCOCC3)ccc21
  A = ?; B = 3.0%; C = 2.2%; D = 0.0%
smiles: O=c1nc(-c2ccccc2)n(-c2ccccc2)c2ncccc12
  A = 4.8%; B = 2.4%; C = -2.5%; D = -8.1%
smiles: Cc1ccc(Cn2c(CO)cnc2SCC(=O)Nc2cccc(F)c2)cc1
  A = -19.7%[10.9 µM]; B = -22.4%; C = ?; D = 33.2%
smiles: O=C(CSc1nc2ccsc2c(=O)n1-c1ccc(Br)cc1)NCc1ccccc1
  A = 4.0%[10.9 µM]; B = -3.7%; C = 64.2%; D = -29.8%
smiles: CCOC(=O)C1CCN(C(=O)CCc2nc3ccccc3[nH]2)CC1
  A = 5.0%; B = 0.6%; C = ?; D = 2.6%
smiles: CCCc1nc2c(sc3nc4c(cc32)COC(C)(C)C4)c(=O)n1Cc1ccco1
  A = -9.0%; B = 13.1%; C = 26.7%; D = -5.0%
smiles: CCc1nnc(NC(=O)Cn2ccc(C(F)(F)F)n2)s1
  A = -1.4%; B = 6.6%; C = 0.7%; D = -6.2%
smiles: CC(=O)N1CCc2cc(Br)cc(S(=O)(=O)NCc3ccccn3)c21
  A = -6.3%; B = -4.1%; C = -0.5%; D = -3.4%
smiles: O=S(=O)(NCC(c1cccs1)S(=O)(=O)c1ccccc1)c1ccccc1 (stereo unspecified)
  A = ?; B = 5.8%; C = 2.5%; D = -9.6%
smiles: CC1(C)NC(=O)N(CC(O)CN2CCOCC2)C1=O (stereo unspecified)
  A = 1.4%; B = -7.7%; C = 0.3%; D = 2.8%
smiles: CCOC(=O)C(C)Oc1cccc2c(=O)n(CC(=O)NCc3ccc4c(c3)OCO4)ccc12 (stereo unspecified)
  A = -9.7%; B = -6.4%; C = -2.5%; D = 10.2%
smiles: COc1ccccc1CNC(=O)CCc1c(C)nn(-c2ccc(N3CCCC3)nn2)c1C
  A = -6.8%[10.9 µM]; B = 6.9%; C = 0.8%; D = -7.4%
smiles: Cc1ccc2c(c1)nnn2C1CCN(CC(=O)NCCc2ccccc2)CC1
  A = -10.1%; B = 6.6%; C = 2.1%; D = 0.8%
smiles: N#Cc1cccc(-c2nc3cnc(N4CCNCC4)nc3n(C3CC3)c2=O)c1
  A = ·; B = ?; C = -4.1%[11.4 µM]; D = ?
smiles: CCCn1c(=O)c(C(=O)Nc2nnc(CC)s2)c(O)c2ccccc21
  A = ·; B = -5.5%; C = 5.6%; D = 2.7%
smiles: CC(C)Oc1cccc(NC(=O)C2CCN(S(=O)(=O)Cc3ccccc3)CC2)c1
  A = -10.6%[10.9 µM]; B = -3.2%; C = 0.8%; D = -4.5%
smiles: O=C1N(CN2C(=O)C3(OCCO3)c3ccccc32)c2ccccc2C12OCCO2
  A = -8.2%; B = 10.8%; C = 0.0%; D = 10.5%
smiles: Cc1c(C(=O)N2CCCCC2)sc(NC(=O)C2CC2)c1C#N
  A = -0.8%; B = -1.7%; C = -1.2%; D = 1.6%
smiles: Cn1c(SCC(=O)N2CCOCC2)nnc1-c1cnccn1
  A = 6.5%; B = -10.1%; C = -0.2%; D = 0.6%

Ordered by formula weight (smallest number first): part of the list above.
Screens by letter: A = Peg3 imprint; B = p53ts 32C tox; C = IkB signaling; D = p53ts 39C tox
smiles: CC1(C)NC(=O)N(CC(O)CN2CCOCC2)C1=O (stereo unspecified)
  A = 1.4%; B = -7.7%; C = 0.3%; D = 2.8%
smiles: CCc1nnc(NC(=O)Cn2ccc(C(F)(F)F)n2)s1
  A = -1.4%; B = 6.6%; C = 0.7%; D = -6.2%
smiles: Cc1c(C(=O)N2CCCCC2)sc(NC(=O)C2CC2)c1C#N
  A = -0.8%; B = -1.7%; C = -1.2%; D = 1.6%
smiles: Cc1ccc2c(c1)nnn2C1CCN(CC(=O)NCCc2ccccc2)CC1
  A = -10.1%; B = 6.6%; C = 2.1%; D = 0.8%
smiles: COc1ccccc1CNC(=O)CCc1c(C)nn(-c2ccc(N3CCCC3)nn2)c1C
  A = -6.8%[10.9 µM]; B = 6.9%; C = 0.8%; D = -7.4%
smiles: CCOC(=O)C(C)Oc1cccc2c(=O)n(CC(=O)NCc3ccc4c(c3)OCO4)ccc12 (stereo unspecified)
  A = -9.7%; B = -6.4%; C = -2.5%; D = 10.2%

Next entries follow.
Screens by letter: A = Peg3 imprint; B = p53ts 32C tox; C = IkB signaling; D = p53ts 39C tox
smiles: CCOC(=O)C1CCN(C(=O)CN2c3ccc(C(C)C)cc3-c3ccccc3S2(=O)=O)CC1
  A = -15.6%[10.9 µM]; B = 6.4%; C = ?; D = -0.5%
smiles: COC(=O)COc1ccc2oc(=O)cc(C)c2c1
  A = -26.0%; B = 11.5%; C = -0.8%; D = 1.5%
smiles: CNc1ccc(Br)cc(C(=O)/C=C/c2cccc(OC)c2)c1=O
  A = ·; B = -2.9%; C = ·; D = 50.5%[activator]
smiles: CC(C)(C)c1ccc(OCC(=O)NCc2ccco2)c(Br)c1
  A = -19.8%; B = -14.1%; C = 3.3%; D = -6.5%
smiles: COc1ccc(NC(=O)Cn2c(=O)n(CCC(=O)NCc3ccccc3OC)c(=O)c3ccccc32)cc1Cl
  A = 11.1%[10.9 µM]; B = 7.4%; C = 7.3%; D = ?
smiles: COC(=O)Nc1ccc(C)cc1NC(=O)OC
  A = 1.2%; B = 5.8%; C = -0.2%; D = 4.5%
smiles: O=C(CN1CCOc2ccccc21)NC1CCCCCCC1
  A = -20.1%; B = 6.9%; C = 8.6%; D = 1.0%
smiles: c1ccc(N(c2ccccc2)c2nc(-n3ccnc3)nc(-n3ccnc3)n2)cc1
  A = -6.8%; B = -11.2%; C = ?; D = -27.3%
smiles: c1ccn2cc(CSc3nnc4ccccn34)nc2c1
  A = -72.0%[inhibitor]; B = 1.4%; C = 2.2%; D = -8.0%
smiles: COc1ccc(C2c3c(-c4cc(Cl)c(C)cc4O)n[nH]c3C(=O)N2Cc2cccnc2)cc1OC (stereo unspecified)
  A = -17.0%; B = 35.5%[activator]; C = ?; D = -5.7%
smiles: CCc1ccc(-c2[nH]c3c(c2-c2sc(C)c(C(=O)OC)c2O)c(=O)[nH]c(=O)n3C)cc1
  A = -12.9%[10.9 µM]; B = 0.6%; C = ?; D = -8.6%
smiles: Cc1cccc(N2CCN(C(=O)C3CCN(S(=O)(=O)c4ccc5c(c4)oc(=O)n5C)CC3)CC2)c1C
  A = -11.9%[10.9 µM]; B = 6.2%; C = ?; D = -7.7%
smiles: Cc1ccc(C)c(NC(=O)Cn2nnc(C(=O)Nc3c(C)cccc3C)c2N)c1
  A = -0.1%; B = -8.9%; C = -0.7%; D = -10.1%
smiles: CCOC(=O)CCn1c(=O)c2cccn2c2cccnc21
  A = -4.3%[10.9 µM]; B = 13.3%; C = 0.4%; D = 2.2%
smiles: CCOC(=O)c1c(N)sc(C(=O)Nc2ccc3c(c2)OCO3)c1C
  A = -91.0%[inhibitor]; B = 3.98µM*; C = ?; D = 2.51µM*
smiles: Cc1nc2ccccn2c1/C(O)=C1\C(=O)C(=O)N(CCCN(C)C)C1c1ccc(F)cc1 (stereo unspecified)
  A = -2.2%; B = 1.2%; C = 3.0%; D = 2.5%
smiles: CCOc1ccc(C(=O)c2cn(Cc3ccc(OC)cc3)c3cc(OC)c(OC)cc3c2=O)cc1
  A = 13.0%[10.9 µM]; B = 12.0%; C = 0.6%; D = -23.4%
smiles: c1ccc(-n2c(-c3ccco3)nnc2N2CCOCC2)cc1
  A = -8.8%; B = -1.6%; C = 0.5%; D = 10.2%
smiles: Cn1cnc2c(N3CCCCC3)nccc21
  A = -30.0%[inhibitor]; B = -1.9%; C = 0.0%; D = -5.1%
smiles: Cc1cc(Cl)ccc1OCC(=O)Nc1nc(N)nc(N)n1
  A = -7.4%[10.9 µM]; B = -0.9%[9.22 µM]; C = 1.6%[11.4 µM]; D = 13.1%[9.22 µM]
